Screens from PubChem.
mcGAS MS inh = inhibitors of Mus musculus cyclic GMP-AMP synthase, initial high-throughput assay, cell-free, RapidFire MS. Q8C6L5. recombinant mouse cGAS, cGAMP by RapidFire MS. inhibition, % at 12.5 µM. 130,000 tested, 0.18% active. AID 1259397, 2018;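 active means inhibition of cGAS enzyme activity at or above 60%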;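 further: enzyme stimulated by 45 bp dsDNA with ATP and GTP substrates; cGAMP share of summed cGAMP plus half ATP and half GTP signals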
Target sequence (Q8C6L5 whole entry, looked up): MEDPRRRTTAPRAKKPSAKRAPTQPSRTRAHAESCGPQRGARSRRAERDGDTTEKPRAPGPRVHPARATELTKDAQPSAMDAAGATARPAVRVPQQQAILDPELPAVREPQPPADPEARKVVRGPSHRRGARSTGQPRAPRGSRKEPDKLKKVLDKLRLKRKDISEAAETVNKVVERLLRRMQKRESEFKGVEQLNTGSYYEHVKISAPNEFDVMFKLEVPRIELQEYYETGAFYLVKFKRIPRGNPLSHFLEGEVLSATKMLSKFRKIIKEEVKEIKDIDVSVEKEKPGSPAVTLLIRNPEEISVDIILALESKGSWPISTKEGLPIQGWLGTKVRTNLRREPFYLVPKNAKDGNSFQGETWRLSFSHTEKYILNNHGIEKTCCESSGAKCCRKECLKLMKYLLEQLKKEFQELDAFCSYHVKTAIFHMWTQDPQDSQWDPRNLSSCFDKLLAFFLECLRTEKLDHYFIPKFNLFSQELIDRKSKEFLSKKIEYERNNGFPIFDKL
* marks the source's active call; other numbers are inactive results; & = joins results of further samples. These rows are one share of the data (hit frequency here may not be typical).

Preview (four entries):
SMILES | mcGAS MS inh
Cc1ccc(S(=O)(=O)N2CCN(c3cc(=O)n4oc(C)cc4n3)CC2)cc1 | -5
C=CCn1nnnc1NCc1ccc(OCC)cc1 | -8
CCc1c(C(=O)CN(C)Cc2c(F)cccc2Cl)[nH]c(C)c1C(C)=O | -3
COCc1nc2nccc(-c3ccccc3OC)n2n1 | -1

The whole of this part, repeating the preview:
SMILES | mcGAS MS inh
Cc1ccc(S(=O)(=O)N2CCN(c3cc(=O)n4oc(C)cc4n3)CC2)cc1 | -5
C=CCn1nnnc1NCc1ccc(OCC)cc1 | -8
CCc1c(C(=O)CN(C)Cc2c(F)cccc2Cl)[nH]c(C)c1C(C)=O | -3
COCc1nc2nccc(-c3ccccc3OC)n2n1 | -1
O=C1CC(c2ccsc2)c2cc3cn[nH]c3cc2N1 (stereo unspecified) | -11
CCn1nnc2c(=O)n(CC(N)=O)cnc21 | -1
CSc1ccc(C=NNc2ncc(Cl)cc2Cl)cc1 | -9
CNC(=O)NC(=O)CSc1nc(-c2ccc(Cl)cc2)cn1-c1ccccc1 | -8
CCCCc1ccc(N2C(=N)CS/C2=C(/C#N)S(=O)(=O)c2ccccc2)cc1 | -5
CCOc1ccc(CN2CCN(CC3CC3)CC2CCO)cc1 (stereo unspecified) | -8
O=S(=O)(NC1CCc2ccccc21)c1cccc2nsnc12 (stereo unspecified) | 2
CCCOC1CCCN(C(=O)c2cc(COc3ccccc3OC)on2)C1 (stereo unspecified) | -7
Cc1cc(C)n(C(=O)Cn2cc([N+](=O)[O-])cn2)n1 | -29
CCc1cnc(C)nc1N1CCC(N(CC)C(C)=O)C1 (stereo unspecified) | -13
CC(C)N(C)S(=O)(=O)NCC1CCCc2ccccc21 (stereo unspecified) | -3
O=C(NC(c1cccs1)C1CCCC1)c1ccc2c(c1)OCCO2 (stereo unspecified) | -16
N#Cc1cccc(COc2ccc(NC(=O)C3CCCO3)cc2F)c1 (stereo unspecified) | -8
CC(=O)c1sc(-c2ccc(OC(C)C(=O)N3CCCCCC3)cc2)nc1C (stereo unspecified) | -6
Cc1ccc(F)c(S(=O)(=O)NC(=O)C2(C)CCN2C(=O)Cc2cccs2)c1 (stereo unspecified) | -7
O=C(NC1CC(=O)N(CC2CCCCC2)C1)C(=O)c1ccccc1 (stereo unspecified) | 4
CCOC(=O)c1cc(I)c(-c2cc(C)no2)n1C | -20
O=C1N(CC2CCC2)CCCC1(O)CN1CCC2(CC1)OCCO2 (stereo unspecified) | -7
c1coc(CNc2ccc3c(c2)ncn3C2CCCCC2)c1 | -8
CCn1nnc2c(N3CCN(S(C)(=O)=O)CC3)ncnc21 | -1
CC(C)c1cc(C2CCN(C(=O)c3nc(=O)[nH]c4ccccc34)CC2)[nH]n1 | -11
Going on with the list.
SMILES | mcGAS MS inh
CCOC(=O)CC1CCCCN1Cc1nc(Cc2ccccc2F)no1 (stereo unspecified) | 1
Cn1c(O)c(N=Nc2ncnc3sc4c(c23)CCC4)c2ccccc21 | -11
COCC(=O)N1CCCN(Cc2cc3cccc(C)c3[nH]c2=O)CC1 | 1
Cc1nn(C)c(=O)c(C(=O)NCc2cccc3c2OCCO3)c1C | -1
CNCC(=O)NCC1CCN(c2ccccc2C)C1 (stereo unspecified) | 3
Cc1nc(C)n(Cc2ccc3c(c2)CCC3)n1 | 7
COc1ncc(-c2ccc(C)c3ncccc23)c(OC)n1 | -17
CCn1nnc2c(SCc3ccccc3Cl)ncnc21 | 0
COc1ccc(Cl)cc1NC(=O)C1Nc2cc(C)ccc2S(=O)(=O)N1 (stereo unspecified) | -10
CS(=O)(=O)CCC(NC(=O)c1ccccc1Br)C(=O)OCc1ccccc1 (stereo unspecified) | 9
OC1CN=C2CCCc3c2n(c2ccccc32)C1 (stereo unspecified) | -8
Cc1nn(-c2ccccc2)c(C)c1CN(C)S(=O)(=O)c1c(Cl)cccc1Cl | 4
C=C(Br)Cn1c(CO)nc2ccccc21 | 18
O=C1CC(c2ccco2)Cc2nc(NC3CC3)ncc21 (stereo unspecified) | 2
COc1ccc(-c2nc3c(n2O)CCc2nonc2-3)cc1 | -8
CC(C)c1nn(Cc2cccc(C(F)(F)F)c2)c(=O)c2c1cnn2C(C)(C)C | -1
COc1cc(OC)cc(C(=O)N2CCCC(N3CCN(c4ccccc4F)CC3)C2)c1 (stereo unspecified) | -8
Cc1cccc(-c2cccc(CNC(=O)NCCS(C)(=O)=O)c2)c1 | 3
COc1ccc(CNC(=O)CNC(=O)c2ccc(SC)cc2)c(OC)c1 | -4
O=S(=O)(NCC1(c2ccccc2)CC1)N1CCCCCC1 | -16
CC(C)Cc1noc(CN(C)C(=O)c2ccccc2C2CCNC2)n1 (stereo unspecified) | -19
COCc1noc(-c2ccc(N3CCCOCC3)nc2)n1 | -1
CNc1ccc(S(=O)(=O)NC)cc1[N+](=O)[O-] | -5
Cc1nc(C)n(CCCNC(=O)c2cccc(CC3CCNCC3)c2)n1 | -22
C=CCNc1nc2cc(-c3ccc(C(=O)N4CCOCC4)cc3)sc2c(=O)n1C | 6
The list goes on.
SMILES | mcGAS MS inh
CC(NCC(=O)Nc1ccc(N2CCCC2=O)cc1)c1ccc(Cl)cc1Cl (stereo unspecified) | 5
CCOC(=O)c1nn(-c2ccccc2)c(=O)cc1OCc1ccccc1C | -11
COc1ccc(C2=NN(c3nc(-c4ccccc4)c4cc(Cl)ccc4n3)C(c3ccc([N+](=O)[O-])cc3)C2)cc1 (stereo unspecified) | -9
Fc1ccc(-c2cc(C(F)(F)F)nc(-n3cc(Br)cn3)n2)cc1 | -9
Cc1nn(-c2ccccc2)c(C)c1CC(=O)N1CCOc2ccc(CN3CCCCC3CO)cc2C1 (stereo unspecified) | 8
COC(=O)c1ccccc1C(=O)N1CCCC(Nc2ccc(C)c(C)c2)C1 (stereo unspecified) | -12
C=C1/C(=C\C=C2/CCC[C@]3(C)[C@@H]([C@H](C)/C=C/[C@@H](O)C4CC4)CC[C@@H]23)C[C@@H](O)C[C@@H]1O | -2
CCc1cc2c(=S)[nH]cnc2s1 | 3&20
Cn1cccc1CC(=O)NNC(=O)NC1CCCCC1 | -13
CN(Cc1cc(-c2ccccc2)no1)Cc1coc2ccccc2c1=O | -2
COc1cccc([C@@H]2CCN(C3CCSCC3)C[C@H]2O)c1 | -11
C/C=C/c1cc(C(=O)OCc2cc(C)no2)cc(OC)c1OC | -3
CC(=O)Nc1ccc(CN2C(=O)C3(CCC3)ON=C2c2ccccc2)cc1 | -5
CCOC(=O)CN1C(=O)SC(=Cc2cc(C)n(C)c2C)C1=O | -4
Cc1ccc(-c2ccc(=O)n(CCCNC(=O)COc3ccc4c(c3)OCO4)n2)cc1 | 6
CCOC(=O)ON=C(N)C(N)=NOC(=O)OCC | -3
CC(C)Cn1c(N)c(C(=O)COC(=O)C2CC=CCC2)c(=O)n(C)c1=O (stereo unspecified) | -2
Cc1nn(-c2ccccc2)cc1CCCNS(C)(=O)=O | -15
O=C(Cn1nc2c3cc(F)ccc3ncn2c1=O)Nc1ccc(Cl)cc1 | -3
CCc1nnc(NC(=O)CSCc2ccc(Cl)cc2)s1 | 0
COc1cc(CCC(=O)Nn2cnc3ccccc32)cc(OC)c1 | 0
CC1=CCN(Cc2ccc(Br)s2)CC1 | 0
Cc1c(C(=O)NCc2ccc(C#N)cc2)sc(=O)n1Cc1ccc(C(F)(F)F)o1 | -12
Cn1cc(C=CC(=O)N2CCN(S(=O)(=O)c3cc(Cl)ccc3Cl)CC2)cn1 | -5
N#CCn1cnc2sc3c(c2c1=O)CCCC3 | 0
Next part
SMILES | mcGAS MS inh
CCCCC(=O)Nc1ccc(C)cc1NC(=O)c1cccc2nccnc12 | -13
Cn1c(SCC(=O)NCCN2C(=O)CSC2=S)nnc1C(F)(F)F | 0
CC1CC(C)CN(C(=O)c2cc3c(s2)CCC3)C1 (stereo unspecified) | -5
Cc1cc(CSc2ccc(S(=O)(=O)N3CCOCC3)cn2)no1 | -2
CC(=O)c1c(C)[nH]c(C(=O)COC(=O)Cn2cnc3c2c(=O)n(C)c(=O)n3C)c1C | -4
CCOC(=O)C1=C(C)NC2=C(C(=O)CCC2)C1c1ccncc1 (stereo unspecified) | 2
COc1ccc(-c2n[nH]c(=O)c3nc(C)sc23)cc1 | -5
c1ccc2c(c1)CCCC2SCc1nc(-c2ccsc2)no1 (stereo unspecified) | -5
CN(Cc1cc(-c2cccs2)n[nH]1)Cc1ncccc1C(=O)O | -11
CC(=O)N1CCc2c(nc(C)nc2N2CCCC(c3ccccc3C)C2)C1 (stereo unspecified) | -18
CCOC(=O)C(CC)n1cnc2c(nnn2-c2ccc(C)cc2)c1=O (stereo unspecified) | 4
Cc1oc(-c2cccs2)nc1C(=O)NC(C1CC1)C1CC1 | -4
Cc1nn(Cc2ccc(F)c(Br)c2)c(N)c1C#N | -19
CN(CC(=O)Nc1cccc(F)c1)C(=O)CC1Sc2ccccc2NC1=O (stereo unspecified) | -5
NC(=S)N=Nc1ccc(NN=C(N)N)cc1 | 79*
COc1cccc(COc2c[nH]c(C(=O)Nc3cccc(C)c3C)cc2=O)c1 | -3
COc1ccc(OC2(C(=O)O)CCN(C)CC2)c(Cl)c1 | -7
FC(F)(F)c1cc(-c2cccc(Br)c2)nc2ncnn12 | 0
Cc1ccccc1CCC1CCCN(C(=O)CCN2CCCC2=O)C1 (stereo unspecified) | -7
CCN(CC)CCn1c(C)c(C)n2c3c(=O)n(Cc4ccccc4F)c(=O)n(C)c3nc12 | -5
CCCCOc1ccc(C(=O)Nc2c3c(nn2C(C)(C)C)CS(=O)C3)cc1 (stereo unspecified) | -8
FC(F)(F)c1nc(Cl)c2[nH]cnc2n1 | -9
CC(C)Cn1nccc1NC(=O)c1ccc2c(c1)OCO2 | 6
CC(C)C(C(=O)O)N1C(=O)C2C3C=CC(C4CC34)C2C1=O (stereo unspecified) | -24
COc1ccc([N+](=O)[O-])cc1NC(=O)CSc1ccc(F)cc1 | -4

Six entries from above, sorted by number of heavy atoms, largest number first.
SMILES | mcGAS MS inh
Cc1nn(-c2ccccc2)c(C)c1CN(C)S(=O)(=O)c1c(Cl)cccc1Cl | 4
CC(C)Cn1c(N)c(C(=O)COC(=O)C2CC=CCC2)c(=O)n(C)c1=O (stereo unspecified) | -2
O=C(NC(c1cccs1)C1CCCC1)c1ccc2c(c1)OCCO2 (stereo unspecified) | -16
COc1cccc([C@@H]2CCN(C3CCSCC3)C[C@H]2O)c1 | -11
CC1CC(C)CN(C(=O)c2cc3c(s2)CCC3)C1 (stereo unspecified) | -5
NC(=S)N=Nc1ccc(NN=C(N)N)cc1 | 79*

New compounds follow.
SMILES | mcGAS MS inh
Cc1cc(=O)oc2cc(NS(=O)(=O)c3ccc4[nH]c(=O)sc4c3)ccc12 | 10
COC(=O)CCn1c(=O)c2c(nc3n(CCc4ccccc4)c(C)cn23)n(C)c1=O | -3
CC(=O)NCc1ccccc1Oc1ccccc1F | 3
Cc1cnc(C)c(N2Cc3cnn(CCO)c3C2)n1 | -22
CC1(C)CC(NCC2CC=CCC2)CC(C)(C)N1 (stereo unspecified) | -5
c1ccc2[nH]cnc2c1 | -15
C=CCn1c(N2CCN(Cc3ccccc3F)CC2)nc2c1c(=O)[nH]c(=O)n2C | -14
CCN(CC)Cc1c(O)ccc2c(C#N)c(C)n(-c3ccccc3)c12 | -3
CCCc1cnc(-c2cnc3ccccc3c2)nc1 | -14
Cc1nc(C)c(C(=O)NC(C)(C)c2ccccc2)s1 | -5
O=C(c1cccc2ccnn12)N1CCC[C@H]1CN1CCCC1 | -37
Cc1c(C)n2c3c(=O)n(CCCO)c(=O)n(C)c3nc2n1-c1ccccc1 | -2
Cc1nc2ccc(I)cn2c1C=NNc1ccc(C(F)(F)F)cn1 | -7
O=C(CSc1nnc(NC2CC2)s1)N1CCCCC1 | -1
N#Cc1cc(Br)c(OC(=O)c2ccccc2)c(Br)c1 | -4
O=C(CNC(=O)C1CCCCC1)NC1=NCCS1 | -17
CCOC(=O)N1CCN(C(c2cccc(Cl)c2)c2c(O)cc(C)n(CCOC)c2=O)CC1 (stereo unspecified) | -6
O=C(NCCSc1ccccc1)c1cc(=O)c2ccccc2o1 | -4
O=C(CNc1ccc2c(c1)OC(F)(F)O2)N(C1CCCCC1)C1CCS(=O)(=O)C1 (stereo unspecified) | 1
Cc1ccc(S(=O)(=O)NCCCOCc2ccccc2)c(C)c1 | -10
CC(C)Cc1cc(CNC(=O)c2cc3n(n2)CCCN(C)C3)no1 | -8
Cc1nnc2sc(-c3cnn(-c4ccccn4)c3C(F)(F)F)nn12 | 0
Cc1cnc(C(=O)N2CCC(O)(CN(C)C)C2)cn1 (stereo unspecified) | -9
Cc1ccc(CN(C(=O)C2CCOCC2)c2ccc(F)cc2)o1 | -6
COC(=O)c1sc(NC(=O)CC2OCCc3ccccc32)nc1C(C)(C)C (stereo unspecified) | 0
(listing goes on)
SMILES | mcGAS MS inh
Cc1cc(NC(=O)C(=O)N(C)Cc2ccccc2OCC(C)C)no1 | -8
Cc1ccsc1-c1cn(C(Cn2ccnc2)c2ccccc2)nn1 (stereo unspecified) | 2
CC(=O)C(C)Oc1ccc2c3c(c(=O)oc2c1)CCC3 (stereo unspecified) | -5
COc1cc(=O)n(-c2ccccc2C)nc1C(=O)NC1CCCC1 | -28
COc1ccc(CN2CCN(C(=O)c3cccs3)CC2)c(OC)c1OC | -5
CCc1cccc(N(Cc2nnc3n2CCCCC3)C(=O)Nc2ccc(OC)cc2)c1 | -2
O=C(NCCCn1nc(-c2ccc(Cl)cc2)ccc1=O)c1ccccc1 | 7
CCn1c(=O)c([N+](=O)[O-])c(NCCN2CCOCC2)c2ccccc21 | -9
Cn1c(C(=O)N2CCOCC2)cc2c(=O)n3ccccc3nc21 | -18&-1
CCN(C(=O)c1cccc(NC(=O)C(=O)c2ccco2)c1)c1ccccc1 | -8
CN1C(=CC=NNS(=O)(=O)c2ccccc2)C(C)(C)c2ccccc21 | -7
CCCN1CCCN(C(=O)Nc2cc(C)nn2C(C)(C)C)CC1 | -15
CN1CCCC(C)(C(=O)Nc2cccc(Oc3ccccc3)c2)C1 (stereo unspecified) | 0
O=C(c1cc(CN2CCC(O)CC2)on1)N1CC=C(c2ccccc2)CC1 | -7

Retrieved by structure from above, 2 records:
SMILES | mcGAS MS inh
CCc1cnc(C)nc1N1CCC(N(CC)C(C)=O)C1 (stereo unspecified) | -13
CCc1c(C(=O)CN(C)Cc2c(F)cccc2Cl)[nH]c(C)c1C(C)=O | -3
